GPR151 activ: activators of human GPR151; PathHunter beta-arrestin GPR151 cells, luminescence; activation, % at 11.2 µM; 1% of 650,000 active; AID 1508602; in the data active = activation above about 4.9%;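 note: 0% = median of compound wells and 100% = cells with positive control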
Target sequence (Q8TDV0 whole entry, looked up): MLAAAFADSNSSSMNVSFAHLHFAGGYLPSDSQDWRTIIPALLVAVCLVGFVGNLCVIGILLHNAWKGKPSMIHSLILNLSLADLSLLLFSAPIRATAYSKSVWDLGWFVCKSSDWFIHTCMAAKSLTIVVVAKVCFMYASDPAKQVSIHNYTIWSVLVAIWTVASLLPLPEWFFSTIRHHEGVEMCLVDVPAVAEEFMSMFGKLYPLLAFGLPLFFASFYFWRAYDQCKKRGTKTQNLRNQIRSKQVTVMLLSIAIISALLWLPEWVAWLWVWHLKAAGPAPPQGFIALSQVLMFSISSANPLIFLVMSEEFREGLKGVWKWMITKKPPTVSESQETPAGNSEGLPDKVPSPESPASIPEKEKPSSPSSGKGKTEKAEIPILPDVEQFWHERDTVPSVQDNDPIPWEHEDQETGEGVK
TEAD-YAP block: TEAD-YAP interaction inhibition | HEK-TIYL cells, TEAD-Gal4/YAP UAS-luciferase luminescence | inhibition, % at 9.12 µM | 1.4% of 640,000 active | AID 1259422; in the data active = inhibition above about 32%;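 note: 0% = median of test compound wells and 100% = reference inhibitor wells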
FBW7 act: human FBW7 E3 ligase activation, primary screen; Q969H0; AlphaScreen FBW7–phospho-cyclin E peptide binding, activator screen; normalized activity (activation), % at 26.1 µM; 0.13% of 650,000 active; AID 1259310; in the data active = normalized activity above about 1.9%;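 note: purified mutant Fbw7 with reduced substrate affinity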
MITF primary: human MITF inhibition, primary screen. O75030. AlphaScreen MITF homodimerization, bead proximity signal. inhibition, % at 2.6 µM. 0.91% of 650,000 active. AID 1259374; in the data active = inhibition above about 50%;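 note: 0% = vehicle wells with protein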
Target sequence (O75030 whole entry, looked up): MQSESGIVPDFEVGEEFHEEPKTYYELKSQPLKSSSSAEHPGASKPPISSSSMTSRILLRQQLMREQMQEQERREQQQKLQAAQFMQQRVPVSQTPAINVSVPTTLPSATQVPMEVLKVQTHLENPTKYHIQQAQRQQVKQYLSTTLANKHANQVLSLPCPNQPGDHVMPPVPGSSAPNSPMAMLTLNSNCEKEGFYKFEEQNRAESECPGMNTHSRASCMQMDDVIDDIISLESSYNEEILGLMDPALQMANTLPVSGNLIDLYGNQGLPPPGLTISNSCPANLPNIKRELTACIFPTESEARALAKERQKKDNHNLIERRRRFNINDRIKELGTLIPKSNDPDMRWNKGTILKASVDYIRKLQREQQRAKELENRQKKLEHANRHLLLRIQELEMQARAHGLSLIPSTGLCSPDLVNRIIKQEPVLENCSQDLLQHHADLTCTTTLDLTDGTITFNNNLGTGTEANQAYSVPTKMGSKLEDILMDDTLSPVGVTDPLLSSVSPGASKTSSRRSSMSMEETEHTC
Numbers without * were called inactive; & = joins results of further samples.

Screens in order – MITF primary | TEAD-YAP block | GPR151 activ | FBW7 act
CCCc1ccccc1OC1=NS(=O)(=O)c2ccccc21
    13.1 | 8.3 | -1.2 | 0.3
O=C(NCCN1CCOCC1)c1cc(NCc2cccnc2)nc2ccccc12
    -6.3 | -2.6 | -1.9 | 0.1
O=C(Nc1cccc2ccccc12)NC1CC(=O)N(c2cccc(F)c2)C1 (stereo not given)
    3.2 | -2.4 | -1.9 | 0.1
CCOC(=O)c1c(NC(=O)COC(=O)C(CCSC)NC(=O)c2ccccc2)sc2c1CCCC2 (stereo not given)
    3.7 | 0.2 | -1.4 | -0.1
CCOC(=O)C1=C(C)N=c2s/c(=C/c3cccnc3)c(=O)n2C1c1cccs1 (stereo not given)
    6.9 | 0.7 | 0.2 | 0.1
O=C(NCCn1nc(-c2cccs2)oc1=O)C1CCCC1
    12.6 | 1.1 | 1.5 | 0.6
CC(O)CNC(=O)C(=O)Nc1ccccc1F (stereo not given)
    22.6 | -46.1 | -2.3 | 0.1
CCOc1ccc(C(=O)C[n+]2cccc(C(N)=O)c2)cc1
    3.4 | 4.6 | 0.7 | 0.0
COc1ccc2c(c1)-c1cc(Cl)ccc1S(=O)(=O)N2
    -5.2 | -6.9 | 1.2 | 0.1
CCn1cc(CCC(=O)NC(C)C)c2ccccc21
    3.1 | -0.8 | 5.6* | 0.4
CCCCC(Sc1nc2ccccc2c2nc(-c3ccc([N+](=O)[O-])cc3)nn12)C(=O)OCC (stereo not given)
    -19.9 | -17.4 | -0.4 | 0.2
CCCOC(=O)CN1C(=O)S/C(=C/c2ccc(OC)cc2)C1=S
    9.1 | -5.5 | 1.5 | 0.0
N#Cc1c(NC(=O)c2cccc([N+](=O)[O-])c2)sc2c1CCCC2
    12.1 | -45.6 | -0.8 | -0.1
CC(=O)c1cccc(NC(=O)CC2S/C(=N\N=C\c3ccc(C)o3)NC2=O)c1 (stereo not given)
    20.3 | 3.4 | -0.8 | 0.1
Cc1nc(NCc2cccs2)sc1-c1ccn(C)n1
    3.6 | -24.4 | 3.2 | -0.1
CC(C)Oc1cccc(C(=O)Nc2cccc(-c3nc4ncccc4o3)c2)c1
    4.1 | -18.3 | 0.8 | -0.1
CC1CCCCN1c1ccc(C(F)(F)F)cn1 (stereo not given)
    1.1 | 2.2 | 0.6 | 0.1
COc1cccc(C=O)c1OC/C=C/c1ccccc1
    -7.8 | 4.2 | 3.2 | 0.0
O=C1CCC(C(=O)N2CCN(c3ccccc3)CC2)=NN1
    9.3 | 4.3 | 0.8 | 0.2
COC(=O)c1cc(NS(=O)(=O)c2ccc(OC)cc2)cc(C(=O)OC)c1
    -12.5 | 6.0 | 0.8 | 0.1
O=C(Cc1ccccc1[N+](=O)[O-])Nc1ccccc1CO
    4.2 | 9.6 | 1.1 | -0.4
Cc1ccc(Cn2c(N3CCN(C)CC3)nc3c2c(=O)n(C)c(=O)n3C)cc1
    -3.9 | 6.4 | 1.2 | 0.0
CCOc1ccc(-n2c(O)c(/C=C3\C=CC=N3)c(=O)[nH]c2=O)cc1
    12.3 | 4.4 | -0.2 | 0.1
COc1ccccc1CC(=O)N1CCCC(C)C1 (stereo not given)
    15.1 | 6.9 | -0.6 | -0.1
O=[N+]([O-])c1ccccc1/C=N\Nc1nccs1
    7.6 | -9.4 | 0.9 | 0.1
CCC(C(=O)Oc1coc(CSc2nc(C)cc(C)n2)cc1=O)c1ccccc1 (stereo not given)
    -7.2 | -4.5 | 3.2 | -0.2
CC(C)(C)NCCCCOc1ccc([N+](=O)[O-])cc1
    -7.5 | 17.9 | 0.7 | -0.2
COc1ccccc1N1CCN(S(=O)(=O)c2cc(C(=O)Nc3ccc(Br)cc3)ccc2F)CC1
    7.2 | 4.3 | 4.2 | 0.0
Cc1nonc1CNC(=O)CN1Cc2ccccc2OC(C)C1 (stereo not given)
    10.6 | 7.0 | 2.0 | 0.0
O=C(Nc1nnc(-c2ccccc2Cl)o1)c1c(F)cccc1F
    -12.5 | -19.5 | 0.5 | -0.1
C/C(=N\N=C\c1ccccc1F)c1nnn(-c2nonc2N)c1C
    -15.5 | -29.2 | -2.0 | -0.1
Cc1ccc(C(=O)c2oc3ccc(N)cc3c2C)cc1
    -4.7 | 53.6* | 0.0 | 0.1
CCOC(=O)C1=C(C)NC(=S)NC1c1ccccc1OCc1ccccc1 (stereo not given)
    9.8 | 3.9 | -1.0 | 0.1
Cc1ccc(S(=O)(=O)/N=C(\Nc2cc(C)on2)c2ccccc2)cc1
    8.6 | -6.0 | 0.7 | 0.0
CCCC(C)NC(=S)Nc1ccc(OC)cc1 (stereo not given)
    3.4 | 3.5 | -1.6 | -0.1
Cc1cc(NC2CCN(Cc3ccccc3)CC2)nc(N2CCOCC2)n1
    6.7 | -7.9 | -1.3 | 0.1
CC(Oc1ccccc1)C(=O)NC1CCCCCC1 (stereo not given)
    -6.9 | 0.4 | 0.1 | -0.1
O=C(NC1CCCCCC1)c1ccco1
    4.0 | -10.4 | -1.3 | -0.1
CSCCN1C(=O)CCC1CCNCc1cccc(F)c1 (stereo not given)
    -11.5 | -1.6 | 0.2 | -0.1
COc1cc2ccccc2cc1C(=O)Nc1ccc(Cl)c(-c2nc3ccccc3o2)c1
    14.7 | 2.0 | 0.3 | 0.0
CCOc1ccccc1NC(=O)/C=C/c1ccc(C)o1
    11.4 | -8.6 | 0.9 | 0.0
O=C(Nc1ccc(Oc2ccc(Cl)cc2)cc1)c1cc2ccccc2oc1=O
    12.2 | 2.1 | -0.6 | 0.1
COC(=O)c1sccc1NC(=O)Cc1ccc(OC)cc1
    -5.0 | -14.8 | 1.2 | -0.1
Cc1sc2c(c1C)C(=O)NC(c1ccc(Br)cc1)N2 (stereo not given)
    14.7 | -11.7 | 0.4 | -0.1
COc1ccc(CN2CCc3nnc(C(C)NC(=O)c4ccco4)n3CC2)cc1C (stereo not given)
    4.9 | -2.6 | 0.0 | -0.1
Cc1nc(NC(=O)CSc2nnc3n(N)c(=O)c4ccccc4n23)sc1C
    5.3 | -9.6 | -0.9 | 0.1
O=C(CCC(=O)OCC(=O)c1ccc(Cl)c(Cl)c1)Nc1ccc([N+](=O)[O-])cc1
    0.4 | -7.8 | -0.9 | 0.1
CC(Nc1nc2nonc2nc1N1CCCCCC1)c1nccs1 (stereo not given)
    14.0 | 0.2 | 1.6 | 0.2
CCOC(=O)c1sc2nc(SCc3ccc(C(C)(C)C)cc3)n(Cc3ccc(F)cc3)c(=O)c2c1C
    3.3 | 4.1 | -1.4 | 0.1
CN(CCc1cnn(C)c1)Cc1ccc(OCC(O)CN(C)Cc2ccccc2)cc1 (stereo not given)
    -8.9 | -9.6 | 1.8 | -0.1
CC1CC(C)CN(S(=O)(=O)c2ccc3c(c2)oc(=O)n3C)C1 (stereo not given)
    9.1 | -6.3 | -1.0 | 0.3
C/C(CC(=O)Nc1ccc2c(c1)OCCO2)=N\NC(=O)c1cccc(C)c1
    22.0 | -18.7 | -0.3 | 0.4
CCOC(=O)C(=O)Nc1c(C(=O)OCC)oc2ccccc12
    8.4 | 3.6 | -0.8 | 0.0
COc1ccc(CNC(=O)CSc2nnc3sc4ccccc4n23)cc1C(=O)O
    4.6 | 4.1 | 5.5* | 0.0
COc1ccc(/C=N\NC(=O)c2cncc(Br)c2)cc1
    -5.8 | -13.5 | 0.0 | -0.2
CCOC(=O)c1cnc2c(C)cc(Cl)cc2c1Nc1ccccc1C
    -15.2 | -0.9 | -2.4 | 0.0
COc1cc(Nc2nc(NCc3cccnc3)nc3c2ncn3C(C)C)cc(OC)c1OC
    2.1 | 2.2 | -1.0 | 0.0
COc1cc(/C=N/n2cnnc2)ccc1OCC(C)C
    -11.0 | 14.3 | -0.7 | 0.0
Cc1cccc(NC(=O)CN(c2ccccc2F)S(C)(=O)=O)c1
    11.8 | 1.4 | -0.1 | 0.2
Cc1nc(-n2nnc(C(=O)NCc3ccccc3F)c2C)sc1C
    -6.4 | 1.0 | 1.9 | -0.4

Taken from above.
COc1cc2ccccc2cc1C(=O)Nc1ccc(Cl)c(-c2nc3ccccc3o2)c1 – TEAD-YAP block: 2.0
COc1cc(Nc2nc(NCc3cccnc3)nc3c2ncn3C(C)C)cc(OC)c1OC – GPR151 activ: -1.0

Next section:
Screens in order – MITF primary | TEAD-YAP block | GPR151 activ | FBW7 act
S=c1nc(Nc2cccnc2)c2ccccc2[nH]1
    0.7 | 12.7 | -0.7 | 0.1
CN(CC1CCCCN1C)C(=O)CC1(c2ccccc2)CC(=O)N(Cc2ccncc2)C1=O (stereo not given)
    -13.9 | -3.2 | -0.2 | -0.3
COc1cccc(N2C(=O)c3ccc(C(=O)Nc4ccc(O)cc4C(=O)O)cc3C2=O)c1
    -13.2 | 2.9 | -0.2 | 0.0
CCOC(=O)C1=CN(C)C=C(C(=O)OCC)C1c1ccsc1
    -6.7 | 0.9 | 1.8 | 0.5
COc1ccc(NC(=O)Cc2c(F)cccc2Cl)c([N+](=O)[O-])c1
    14.6 | 2.4 | -2.1 | -0.1
CCOc1ccc(N2C(=O)CC(N(CCc3ccccc3)C(=O)/C=C/C(=O)O)C2=O)cc1 (stereo not given)
    2.1 | 0.2 | 1.2 | 0.4
O=C(CSCc1ccccc1)NCC1(CO)CC1
    -0.2 | -23.3 | -0.4 | -0.1
COc1cc(OC)cc(-c2nc3nc(C)c(CCC(=O)Nc4ccccc4)c(C)n3n2)c1
    4.1 | 6.5 | 1.8 | 0.1
CCOC(=O)c1ccc(NC(=O)c2c(Cl)cccc2Cl)cc1
    12.3 | -7.3 | -0.1 | 0.7
CSc1ccc(NC(=O)NN2CCOCC2)cc1
    22.3 | 6.2 | -1.2 | 0.9
COc1ccc(N2CCN(c3cc(NCCCO)c([N+](=O)[O-])c4nonc34)CC2)cc1
    18.2 | 13.8 | 1.6 | 0.1
COc1ccc(CC(=O)Nc2ccccc2C(=O)NC(C)(C)C)cc1OC
    2.9 | -4.0 | 1.9 | -0.1
CC(C)Cn1c(=O)c2sccc2n2c(CCCC(=O)NCc3ccco3)nnc12
    4.0 | 0.4 | 1.3 | -0.3
Cc1cccc(NC(=O)N2CCn3cccc3C2c2ccc(Br)cc2)c1 (stereo not given)
    0.2 | -11.6 | 0.4 | -0.1
O=C(CNC(=S)N(Cc1ccc(F)cc1)C1CCCCC1)NCc1ccco1
    8.1 | 2.0 | -1.4 | 0.6
NS(=O)(=O)Cc1noc2ccccc12
    -4.7&22.6&3.2 | 3.0 | 0.7&-0.2&-0.4 | 0.0&0.5&0.1
NS(=O)(=O)c1ccc(NC(=S)N2CCN(c3ccccn3)CC2)cc1
    2.7 | 8.6 | 1.8 | -0.2
COc1cc(C(C)=O)ccc1OCC1CO1 (stereo not given)
    -0.8 | 3.2 | 0.6 | -0.1
CCOC(=O)C1CCN(C(=O)C2(NC(=O)Nc3cccc(F)c3)CCCCC2)CC1
    3.2 | -1.2 | -0.1 | 0.1
COCCNC(=O)c1cccc(OC2CCN(Cc3cc(CC(C)C)n[nH]3)CC2)c1
    10.0 | 2.4 | -0.8 | 0.2
O=C(c1cc(C2CC2)on1)N1CCN(c2ccccc2O)CC1
    9.5 | 4.5 | -1.0 | 0.1
O=C(Nc1ccncc1)c1ccc([N+](=O)[O-])o1
    -1.3 | 8.5 | 0.1 | -0.2

2 compounds from above with just TEAD-YAP block and FBW7 act:
Structure	TEAD-YAP block	FBW7 act
CCOc1ccc(C(=O)C[n+]2cccc(C(N)=O)c2)cc1	4.6	0.0
COc1ccc(CC(=O)Nc2ccccc2C(=O)NC(C)(C)C)cc1OC	-4.0	-0.1

7 records drawn at random from those above, as already listed:
Screens in order – MITF primary | TEAD-YAP block | GPR151 activ | FBW7 act
O=C(CNC(=S)N(Cc1ccc(F)cc1)C1CCCCC1)NCc1ccco1
    8.1 | 2.0 | -1.4 | 0.6
O=C(CSCc1ccccc1)NCC1(CO)CC1
    -0.2 | -23.3 | -0.4 | -0.1
CCOC(=O)C1=CN(C)C=C(C(=O)OCC)C1c1ccsc1
    -6.7 | 0.9 | 1.8 | 0.5
COc1cc(OC)cc(-c2nc3nc(C)c(CCC(=O)Nc4ccccc4)c(C)n3n2)c1
    4.1 | 6.5 | 1.8 | 0.1
S=c1nc(Nc2cccnc2)c2ccccc2[nH]1
    0.7 | 12.7 | -0.7 | 0.1
CN(CC1CCCCN1C)C(=O)CC1(c2ccccc2)CC(=O)N(Cc2ccncc2)C1=O (stereo not given)
    -13.9 | -3.2 | -0.2 | -0.3
O=C(c1cc(C2CC2)on1)N1CCN(c2ccccc2O)CC1
    9.5 | 4.5 | -1.0 | 0.1
